# Pemphigus Ab inh: inhibitors of pemphigus antibody binding to human desmoglein-3; P32926; DSG3-coupled beads, scFv-anti-DSG3-GFP binding, flow cytometry; stronger effect = lower value; binding (percent of control), % at 10 µM; 310,000 compounds, 0.48% hits;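 active = binding more than 3 SD below its plate's average and above zero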; also: some compounds called inactive have numbers as strong as hits
# Mot1-301 SUMO: inhibitors of SUMOylation pathway: yeast Mot1-301 growth rescue; growth rescue, % at 18.8 µM; S. cerevisiae Mot1-301 growth rescue, ATP luminescence, 38.5C; percent above DMSO median, 100 means doubled; 320,000 compounds, 1% hits;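 active = every valid replicate shows activation above 250% relative to neutral control wells; inactive = the rest, any valid replicate at or below 250%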;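 also: OY570 slx delta 5 strain wells were the positive control but not used for scaling; some compounds called inactive have numbers as strong as hits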
# OPRM1-OPRD1 ag: agonists of human mu-delta opioid receptor heterodimerization | P35372+P41143 | cells, OPRM1-OPRD1 heterodimerization, luminescence | activation, % at 9.3 µM | 340,000 compounds, 0.3% hits | AID 504326; in the data active = activation above about 18%;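 also: 0% = vehicle-treated cells and 100% = reference agonist; values of inactives mirror those of a sister screen read the other way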
# Target sequence (P35372 whole entry, looked up): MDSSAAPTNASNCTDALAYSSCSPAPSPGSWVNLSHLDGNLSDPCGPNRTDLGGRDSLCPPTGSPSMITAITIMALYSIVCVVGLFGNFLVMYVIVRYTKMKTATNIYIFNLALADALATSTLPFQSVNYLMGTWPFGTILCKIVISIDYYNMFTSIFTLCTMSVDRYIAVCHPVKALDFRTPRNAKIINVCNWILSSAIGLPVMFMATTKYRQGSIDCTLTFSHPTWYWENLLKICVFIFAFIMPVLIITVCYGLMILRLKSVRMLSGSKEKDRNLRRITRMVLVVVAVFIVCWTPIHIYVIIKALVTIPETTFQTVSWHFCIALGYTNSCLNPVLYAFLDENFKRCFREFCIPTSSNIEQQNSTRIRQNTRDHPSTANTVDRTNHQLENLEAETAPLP
# Target sequence (P41143 whole entry, looked up): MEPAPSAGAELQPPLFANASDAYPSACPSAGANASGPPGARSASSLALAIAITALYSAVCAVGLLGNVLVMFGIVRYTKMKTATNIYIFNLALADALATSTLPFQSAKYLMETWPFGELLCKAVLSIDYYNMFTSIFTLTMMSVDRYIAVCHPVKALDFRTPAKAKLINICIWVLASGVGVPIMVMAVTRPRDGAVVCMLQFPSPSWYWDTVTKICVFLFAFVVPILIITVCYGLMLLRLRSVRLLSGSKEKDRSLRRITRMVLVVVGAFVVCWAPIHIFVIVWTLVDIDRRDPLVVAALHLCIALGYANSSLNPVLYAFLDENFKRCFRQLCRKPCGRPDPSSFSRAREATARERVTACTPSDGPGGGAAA
# Ecoli viability: reduces bacterial viability in AddAB counter-screen. AID 449728. inhibition, % at 11.9 µM. 330,000 compounds, 0.27% hits. E. coli V3065 growth, OD600 absorbance, 18 h;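 active = inhibition above the campaign's mean inhibition across all tested compounds plus 3 SD, cut at about 9.9% in these data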;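 also: uninfected addAB+ strain grown without phage in ampicillin broth; 0% = DMSO wells and 100% = ciprofloxacin 0.95 µg/ml wells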
# PKA-R1A act: activates the PKA-R1A holoenzyme complex; AID 504707; activation, % at 11.4 µM; 340,000 compounds, 0.083% hits; P00514+P68181; PKA-R1A dissociation, Cy5-IP20 fluorescence polarization; scaled: DMSO 0%, 113 µM cGMP 100%;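 active = percent activation above the mean of all tested compounds plus 3 SD, cut at about 19% in these data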;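 also: higher means more PKAc released from R1A so a rise in polarization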
# OPRM1-OPRD1 inv: mu-delta opioid heterodimer inverse agonism | 340,000 compounds, 0.21% hits | P35372+P41143 | AID 504357 | cell-based MOR-DOR heterodimer luminescence | inhibition, % at 9.3 µM; in the data active = inhibition above about 22%, passing the limit was not always enough;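 also: 0% = cells with DMSO and 100% = wells without cells with DMSO; values of inactives mirror those of a sister screen read the other way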
# PfHsp90 yeast 2: reduces growth (ATP signal) of yeast expressing P. falciparum Hsp90; S. cerevisiae expressing PfHsp90, BacTiter-Glo ATP, 48 h; yeast lacking PDR1 and PDR3 efflux regulators; inhibition, % at 9.4 µM; 310,000 compounds, 0.32% hits; AID 504621;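 active = every replicate shows inhibition above about 80%, whatever the replicate mean, limit read from the data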;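 also: 0% = DMSO neutral controls and 100% = 20 µM radicicol positive controls; yeast relying on Plasmodium falciparum Hsp90 in place of its own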
# phage Ecoli inh: E. coli growth loss with phage present; growth absorbance; AID 651602; inhibition, % at 11.9 µM; 360,000 compounds, 0.26% hits; in the data active = inhibition above about 11%
# HTR5A ag ctr: HTR5A agonism, opioid heterodimer counter-screen; HTR5A agonist assay, luminescence, cell-based; AID 504692; 340,000 compounds, 0.61% hits; activation, % at 9.3 µM; P47898; in the data active = activation mostly above about 9.5%, no sharp cut-off; inactive = mostly below about 7.6%;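 also: 0% = cells with vehicle only and 100% = reference agonist; strong numbers were not always called active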
# HTR5A inv ctr: inverse agonist of human HTR5A in OPRM1-OPRD1 counter-screen; HTR5A cell line, luminescence, inverse agonism; inhibition, % at 9.3 µM; P47898; AID 504634; 340,000 compounds, 0.083% hits; in the data active = inhibition mostly above about 23%, no sharp cut-off; inactive = mostly below about 18%;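 also: 0% = cells with DMSO and 100% = no-cell wells with DMSO; some compounds called inactive have numbers as strong as hits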
# AddAB inh: less growth of phage-infected E. coli with AddAB; E. coli expressing H. pylori AddAB, absorbance growth; inhibition, % at 11.9 µM; 330,000 compounds, 0.29% hits; in the data active = inhibition above about 12%;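 also: 0% = vehicle wells of infected cells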
# The depositor's hits bear a star; . = no result given. Not all compounds are listed; the hit share may differ from the screen's.
SMILES,Pemphigus Ab inh,Mot1-301 SUMO,OPRM1-OPRD1 ag,Ecoli viability,PKA-R1A act,OPRM1-OPRD1 inv,PfHsp90 yeast 2,phage Ecoli inh,HTR5A ag ctr,HTR5A inv ctr,AddAB inh
C#C[C@]1(O)CCC2C3CC=C4C[C@H](O)CC[C@]4(C)C3CC[C@@]21C (some centres undefined),89.5,.,-3.0,.,2.5,15.6,.,4.2,0.4,-1.4,.
O=C(c1ccc2c3c(cccc13)CC2)C1CCCN(Cc2ncc[nH]2)C1 (centres undefined),102.6,9.2,0.5,-1.4,9.3,-3.0,11.2,3.5,4.5,-12.6,5.4
COc1ccc(CNC(=O)CCC(=O)N2C[C@H]3C[C@H](C2)c2cccc(=O)n2C3)cc1OC,.,6.5,-2.3,0.2,-7.7,11.6,2.2,1.7,2.2,9.9,-1.0
COc1ccccc1-n1c(Cc2ccccc2)nc2ccccc2c1=O,99.6,-8.5,-2.0,1.1,-7.6,10.7,-17.5,3.3,-1.4,-11.2,3.0
CN(C)C(Cc1ccccc1)C(=O)c1ccccc1 (centres undefined),99.3,89.9,0.1,1.8,-3.8,-0.3,-3.7,3.4,1.9,-7.1,3.2
C[C@]12CCC3C(CC[C@@H]4[C@H]5O[C@H]5CC[C@]34C)C1CC[C@@H]2O (some centres undefined),107.3,.,5.1,.,0.8,-26.4,20.7,1.8,2.2,-8.5,.
Cn1c2ccccc2c2c(C(=O)N3CCC4(CC3)OCCO4)cn(C3CCCCC3)c(=O)c21,100.6,-8.4,-2.4,0.1,-7.0,12.8,-10.5,1.3,1.3,2.8,-0.6
CCn1c(=O)cc(SCC(=O)N2CCC3(CC2)OCCO3)c2ccccc21,96.9,7.4,-3.3,-0.5,-3.3,17.7,8.8,0.8,1.0,-3.2,1.2
COc1ccc(C2(c3cccc(O)c3OC)CCN(C(C)=O)CC2)cc1O,103.4,-1.7,-2.0,0.3,-2.6,10.9,-16.1,3.1,-0.8,-10.3,4.1
Cc1cc2c(cc1C)NP(=S)(c1ccccc1)N2,97.8,.,-2.7,.,-2.5,11.7,-1.5,4.1,2.1,-8.0,.
O=C(N/N=C/c1c(O)n(Cc2ccccc2)c(=O)[nH]c1=O)c1ccncc1,103.8,-6.9,.,0.3,.,.,.,-0.1,.,.,2.0
CC(=O)c1ccc(OCC(=O)N2CCCC(N(C)Cc3ccccc3)C2)cc1 (centres undefined),104.5,143.3,-4.2,-0.4,-2.0,21.6,9.4,1.0,-9.4,22.7,2.5
CCC(C)n1c(O)c(C(c2ccccn2)c2c(O)n(C(C)CC)c(=S)[nH]c2=O)c(=O)[nH]c1=S (centres undefined),95.7,-0.5,-3.5,-3.2,3.4,19.6,-16.0,1.2,-0.4,3.4,-0.6
COC12C(COC(N)=O)C3=C(C(=O)C(C)=C(N)C3=O)N1CC1C2N1C (centres undefined),95.3,8.9,0.9,98.7*,-3.6,-4.5,-2.4,81.7*,1.9,9.5,94.2*
O=C(COc1ccc(Cl)cc1)NCCc1cnc[nH]1,96.0,-12.0,-3.2,.,-14.9,15.0,13.1,2.6,2.4,-9.1,.
CCOC(=O)c1cncn1[C@@H](C)c1ccccc1,130.7,18.3,0.2,-4.3,8.2,-1.0,23.1,1.8,1.7,-5.0,-2.3
COc1cccc(N2C(=O)NC(=O)/C(=C/c3ccc4c(c3)Cc3ccccc3-4)C2=O)c1,.,13.2,-0.9,-0.2,-9.6,4.0,-5.4,4.4,-2.0,5.6,0.2
CN1C(=O)C(=Cc2cccnc2)C(=O)N(C)C1=O,104.0,-1.5,-0.8,-1.7,-2.3,4.0,-14.6,3.8,-0.8,2.9,0.5
C[C@]12CCC3[C@@H](CCC4=CC(=O)CC[C@@]43C=O)C1CCC2=O (some centres undefined),102.5,2.4,-1.9,-1.2,-2.9,9.6,12.6,0.2,-0.9,3.2,1.2
CCCCn1c(NC(=O)c2ccc(Br)o2)c(C(=O)OCC)c2nc3ccccc3nc21,80.8,-6.2,-11.1,2.2,4.2,55.4*,-4.9,0.1,-4.7,11.7,1.1
O=C(c1ccc(Cl)cc1)C12CN3CN(CN(C3)C1)C2,97.4,-12.0,-2.8,2.2,-7.2,15.6,6.8,2.8,3.4,-9.2,3.0
CC(C)(C)C(=O)Cn1c(NCCCl)nc2ccccc21,100.7,-0.3,-3.6,-1.5,5.5,17.9,9.9,2.6,1.6,-4.4,3.2
Cc1ccc(C(=O)O)cc1N=Nc1c(O)[nH]c(=O)[nH]c1=O,105.4,6.9,0.7,0.9,0.6,-3.9,9.0,1.5,1.8,-5.0,-0.5
CC(C)C/C(=N/O)c1c[nH]c2ccccc12,106.0,572.5*,-1.7,0.6,-5.5,9.8,10.5,4.4,-0.6,8.0,3.4
c1ccc(C[n+]2ccccc2)cc1,106.2,-2.6,-1.8,2.2,1.4,10.6,-10.9,3.0,0.7,-2.1,2.3

# Next part:
SMILES,Pemphigus Ab inh,Mot1-301 SUMO,OPRM1-OPRD1 ag,Ecoli viability,PKA-R1A act,OPRM1-OPRD1 inv,PfHsp90 yeast 2,phage Ecoli inh,HTR5A ag ctr,HTR5A inv ctr,AddAB inh
NP(=O)(Oc1ccccc1)Oc1ccccc1,121.7,.,-2.6,.,11.9,13.5,11.8,0.8,-0.8,3.1,.
COC(=O)C1=C(c2ccc(C(C)=O)cc2)C[C@@H]2CC[C@H]1N2C(=O)N1CCOCC1,98.9,-5.6,0.0,-2.5,8.9,0.2,13.8,2.2,6.5,11.7,-0.6
Cn1c(O)c(/C=N/NC(=O)c2ccncc2)c(=O)n(C)c1=S,95.6,-20.2,.,2.8,.,.,3.2,0.8,.,.,1.9
CN1C(=O)C(=Cc2ccccc2OCCOc2ccc([N+](=O)[O-])cc2)C(=O)N(C)C1=O,108.3,12.6,-3.4,-4.5,-5.1,16.8,9.9,3.0,3.4,1.7,-1.6
CCCCCCn1c(O)c(/C=N/N2CCCCCC2)c(=O)[nH]c1=O,.,-9.6,-0.8,3.2,0.8,4.2,10.6,1.9,-3.5,15.0,5.2
CN(C)c1ccc(NC(=O)CN2C(=O)CN=C(c3ccccc3)c3ccccc32)cc1,99.8,7.2,0.7,-1.6,-13.7,-3.7,4.6,1.7,-6.2,15.8,-1.5
O=C1NC(=O)N(c2ccc3c(c2)OCO3)C(=O)/C1=C\c1ccc(N2CCCCC2)o1,180.4,1.0,-4.3,-1.9,-5.3,21.2,-4.2,5.5,-4.8,11.4,0.5
O=C(Nc1cccc(C(F)(F)F)c1)c1cccn(Cc2ccc3c(c2)OC(F)(F)O3)c1=O,110.3,-27.5,0.9,-1.7,0.2,-4.0,.,2.6,-1.3,-13.6,-0.7
Cc1ccc(-n2nc(C)c3c2NC(=O)CSC3c2ccc3c(c2)OCO3)cc1 (centres undefined),.,5.4,-0.5,1.0,4.8,2.4,-6.6,5.2,0.8,9.3,2.7
CCC1(CCO)C(=O)NC(=S)NC1=O,94.7,.,-3.8,.,4.8,20.0,.,2.4,0.2,-0.6,.
COc1ccc(C(=O)C2CCCN(Cc3ccccn3)C2)c(OC)c1 (centres undefined),103.2,-12.8,-0.3,-1.6,0.5,1.9,-10.1,3.6,5.3,-6.7,-1.2
O=C(O)Cn1cc(C(=O)c2ccccc2F)c2ccccc21,112.1,1.8,-0.7,-2.6,4.3,3.3,-7.0,0.1,1.9,-7.0,3.1
CC(C)(C)c1nc(NCc2ccc3c(c2)OCO3)c2nnn(Cc3ccccc3Cl)c2n1,.,-4.0,0.2,-0.7,11.4,-0.7,26.3,2.9,1.4,15.9,1.4
COc1ccc(OCC(=O)N2CCN(C3CCC(c4ccccc4)CC3)CC2)cc1 (centres undefined),96.9,214.1,2.4,0.8,-5.3,-16.7,-10.2,5.4,-2.6,7.1,3.9
CC(=NCCN1CCOCC1)c1c(O)n(C2CCCCC2)c(=O)[nH]c1=O,100.0,3.3,1.1,1.9,-9.1,-5.6,4.3,-0.5,1.4,-12.4,1.0
COc1ccc(C2=NCc3nnc(C)n3-c3ccc(Cl)cc32)cc1Cl,89.8,266.2,-0.5,1.2,-5.2,3.1,4.3,1.6,5.2,1.4,2.7
O=C(CSC1c2ccccc2-c2ccccc21)N/N=C/c1ccccc1O,101.9,18.5,1.1,3.4,-8.6,-5.9,-41.3,0.1,11.0,-35.7,-0.1
COc1ccccc1Cn1c(SCC#N)nc2cc(C(=O)N3CCC4(CC3)OCCO4)ccc2c1=O,123.0,.,-2.2,-0.4,-14.2,10.6,.,1.8,1.7,-4.7,1.9
COc1ccc(CC2(CCc3ccncc3)C(=O)NC(=O)NC2=O)cc1OC,105.2,1.9,0.1,0.9,-9.0,-0.6,5.1,2.6,1.0,-4.3,2.4
COc1ccc(C2SCC(=O)Nc3c2c(C)nn3C2CCOC(C)(C)C2)cc1 (centres undefined),.,17.5,-1.8,-0.4,-16.2,9.2,6.0,3.0,4.2,-13.0,2.1

# Quoted at random: six records from the list, in no set order.
SMILES,Pemphigus Ab inh,Mot1-301 SUMO,OPRM1-OPRD1 ag,Ecoli viability,PKA-R1A act,OPRM1-OPRD1 inv,PfHsp90 yeast 2,phage Ecoli inh,HTR5A ag ctr,HTR5A inv ctr,AddAB inh
CCC1(CCO)C(=O)NC(=S)NC1=O,94.7,.,-3.8,.,4.8,20.0,.,2.4,0.2,-0.6,.
CCOC(=O)c1cncn1[C@@H](C)c1ccccc1,130.7,18.3,0.2,-4.3,8.2,-1.0,23.1,1.8,1.7,-5.0,-2.3
C#C[C@]1(O)CCC2C3CC=C4C[C@H](O)CC[C@]4(C)C3CC[C@@]21C (some centres undefined),89.5,.,-3.0,.,2.5,15.6,.,4.2,0.4,-1.4,.
CC(C)(C)c1nc(NCc2ccc3c(c2)OCO3)c2nnn(Cc3ccccc3Cl)c2n1,.,-4.0,0.2,-0.7,11.4,-0.7,26.3,2.9,1.4,15.9,1.4
CCC(C)n1c(O)c(C(c2ccccn2)c2c(O)n(C(C)CC)c(=S)[nH]c2=O)c(=O)[nH]c1=S (centres undefined),95.7,-0.5,-3.5,-3.2,3.4,19.6,-16.0,1.2,-0.4,3.4,-0.6
C[C@]12CCC3C(CC[C@@H]4[C@H]5O[C@H]5CC[C@]34C)C1CC[C@@H]2O (some centres undefined),107.3,.,5.1,.,0.8,-26.4,20.7,1.8,2.2,-8.5,.

# Sorted by SMILES length (smallest number first): part of the list above.
SMILES,Pemphigus Ab inh,Mot1-301 SUMO,OPRM1-OPRD1 ag,Ecoli viability,PKA-R1A act,OPRM1-OPRD1 inv,PfHsp90 yeast 2,phage Ecoli inh,HTR5A ag ctr,HTR5A inv ctr,AddAB inh
O=C(O)Cn1cc(C(=O)c2ccccc2F)c2ccccc21,112.1,1.8,-0.7,-2.6,4.3,3.3,-7.0,0.1,1.9,-7.0,3.1
CC(C)(C)c1nc(NCc2ccc3c(c2)OCO3)c2nnn(Cc3ccccc3Cl)c2n1,.,-4.0,0.2,-0.7,11.4,-0.7,26.3,2.9,1.4,15.9,1.4
CN1C(=O)C(=Cc2ccccc2OCCOc2ccc([N+](=O)[O-])cc2)C(=O)N(C)C1=O,108.3,12.6,-3.4,-4.5,-5.1,16.8,9.9,3.0,3.4,1.7,-1.6
